HPDE-C7 cytotoxicity: cytotoxicity in HPDE-C7 cells, cell-based, fluorescence, HTS (AID 430) | HPDE-C7 pancreatic duct cells viability, fluorescence; higher % means a stronger effect | cytotoxicity, % at 10 µM, or EC50 in µM where a hit was titrated | 63,000 compounds, 1.8% hits;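 further: cells exposed to compound for 48 hours before viability readout; 0% = vehicle and 100% = reference cytotoxic drug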
LYP inhibition: LYP phosphatase inhibitors, primary screen, biochemical, DiFMUP fluorescence, recombinant catalytic domain, 10 µM (AID 606) | recombinant LYP catalytic domain, DiFMUP fluorescence; higher % means a stronger effect | one-dose inhibition, % at 10 µM; IC50 in µM for titrated hits | 52,000 tested, under 10 active;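 active means IC50 under 40 µM in the dose-response test; inactive means IC50 of 40 µM or more, or never dose-tested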
DPM-DC inhibit: S. pneumoniae DPM-DC inhibitors, primary screen, biochemical, PK/LDH-coupled NADH fluorescence; 65,000 compounds, 0.49% hits; purified DPM-DC; calls only at 10 µM; diphosphomevalonate decarboxylase (Streptococcus pneumoniae D39); AID 556, 2006;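 active means the 320 compounds with the highest percent inhibition in the single-dose primary screen, excluding strongly autofluorescent ones, cut at about 32% in these data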;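 further: kinetic rate of NADH fluorescence loss reporting ADP formed by the decarboxylase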
HPDE-C7K KRASV12: cytotoxicity in KRAS-transformed pancreatic duct cells, primary screen, cell-based, fluorescence, HTS (AID 431); 63,000 compounds, 1.7% hits; cytotoxicity, % at 10 µM; hits with a dose series show EC50 in µM; HPDE-C7K KRASV12 cells, Alamar Blue viability, 48 h; higher % means a stronger effect;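 active means compounds whose percent cytotoxicity in the single-dose primary screen, scaled between solvent and toxic-drug controls, exceeds 50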;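 further: 0% = DMSO solvent wells and 100% = doxorubicin-treated wells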
Alkaline phosphatase: human TNAP enzyme inhibitors, biochemical, luminescent (AID 518). Alkaline phosphatase, tissue-nonspecific isozyme (Homo sapiens). purified TNAP enzyme, luminescent substrate readout; higher % means a stronger effect. inhibition, % at 20 µM; hits with a dose series show IC50 in µM. 64,000 compounds, 0.09% hits; in the data active means a potency from the dose series; inactive means the rest, 99 in 100 with inhibition below about 22%;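 further: plate controls were vehicle for no effect and reference inhibitor for full effect; many of its hits are not listed in these tables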
Bfl-1 inhibitors: Bfl-1 inhibitors, primary screen, biochemical, fluorescence polarization, FITC-Bid, mouse (AID 432) | 64,000 compounds, 0.02% hits | FITC-Bid BH3 peptide fluorescence polarization displacement; higher % means a stronger effect | Bcl-2-related protein A1 (Mus musculus) | displacement, % at 20 µM; hits with a dose series show IC50 in µM; in the data active means a potency from the dose series; inactive means the rest, 99 in 100 with displacement below about 15%; further: strong numbers were not always called active
HT1080 viability: cytotoxicity in HT1080 fibrosarcoma cells, cell-based, fluorescence readout (AID 620); HT1080 viability, fluorescence; higher % means a stronger effect; one-dose cytotoxicity, % at 10 µM; EC50 in µM for titrated hits; 87,000 compounds, 0.42% hits;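 further: cells exposed to compound overnight then 4 h with Alamar Blue; 0% = vehicle DMSO and 100% = killing control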
PMK inhibit: S. pneumoniae PMK inhibitors, primary screen, biochemical, mevalonate pathway, pilot trial included; phosphomevalonate kinase (Streptococcus pneumoniae D39); purified PMK, PK/LDH-coupled NADH absorbance 340 nm; inhibition, % at 10 µM; 65,000 compounds, 0.49% hits;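 active means top-ranked compounds by inhibition in the single 10 µM screen, taking a fixed number of the strongest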;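 further: 0% = full reaction with DMSO carrier and 100% = background rate without enzyme reaction; no value below 0 was filed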
MK inhibit: S. pneumoniae MK inhibitors, primary screen, biochemical, PK/LDH-coupled NADH absorbance. 65,000 compounds, 0.48% hits. AID 555, 2006. inhibition, % at 10 µM. purified MK, PK/LDH-coupled NADH absorbance 340 nm;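 active means ranked among the strongest by inhibition in the single 10 µM screen, a fixed top-ranked set picked for dose follow-up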; further: no value below 0 was filed
PMK inhibit pilot replicates: also measured in PMK inhibit; calls as there; inhibition, %; measured here: pilot screen replicates
MK inhibit pilot replicates: second read-out of MK inhibit, no call of its own (marks repeat the call); inhibition, %; measured here: pilot screen replicates
DPM-DC inhibit pilot screen %: second read-out of DPM-DC inhibit, no call of its own (marks repeat the call); inhibition, %; measured here: pilot screen trials
An asterisk follows results filed as active; i = inactive; / = not tested or not shown; + = active, no number. Unless noted, no stated cut-off is given here; in the data, active means cytotoxicity above about 50%; inactive means the rest.

SMILES | HPDE-C7 cytotoxicity | LYP inhibition | DPM-DC inhibit | HPDE-C7K KRASV12 | Alkaline phosphatase | Bfl-1 inhibitors | HT1080 viability | PMK inhibit | MK inhibit | others
c1cc2nnnn2nc1N1CCCCC1 | 0% | -5% | i | 1% | 3% | 8% | 6% | 8 | 4
Cc1ccnc(SCC(=O)N2CCN(c3cccc(Cl)c3)CC2)n1 | -19% | 10% | i | -2% | 15% | -4% | -3% | 0 | 2
CC[n+]1cc(-c2ccccc2)nc(N2CCOCC2)n1 | -33% | / | i | -2% | 13% | 0% | -11% | 10 | 10
CCOC(=O)CC1=CC(C)(CC(=O)OCC)C(C#N)(C#N)C(N)=C1C#N (stereo not given) | 3% | 0% | i | -3% | 13% | 2% | 7% | 3 | 7
CC(C)(C)C(=O)Cn1c(=N)n(Cc2ccccc2)c2ccccc21 | -31% | 7% | i | -29% | 2% | -4% | -34% | 8 | 4 | PMK inhibit pilot replicates=4.5;MK inhibit pilot replicates=0.0;DPM-DC inhibit pilot screen %=0.0
N#Cc1c(-c2ccc(Cl)cc2Cl)nc2n(c1=O)CCS2 | -17% | -1% | i | -7% | 13% | -4% | / | 0 | 3
CCc1nn(CC(=O)N2CCN(Cc3ccc4c(c3)OCO4)CC2)c(=O)c2cc3occc3n12 | 7% | -1% | i | 17% | 12% | -1% | 23% | 22 | 0 | PMK inhibit pilot replicates=0.0;MK inhibit pilot replicates=0.0;DPM-DC inhibit pilot screen %=0.0
CCc1nnc(SCc2ccc(CSc3nnc(CC)n3N)cc2)n1N | -11% | 3% | i | -15% | 2% | -2% | 1% | 11 | 9
CCOC(=O)c1[nH]c(C)c(C(=O)N(CC)CC)c1C | -14% | 6% | i | 0% | 10% | -11% | 10% | 13 | 1
CCCc1nc2ccccc2c(C(=O)OC2CCOC2=O)c1CC (stereo not given) | -8% | -14% | i | 1% | -1% | 6% | 8% | 19 | 0
COC(=O)c1cnn(C(=O)c2cc(OC)ccc2Br)c1N | -3% | 5% | i | -6% | 4% | 0% | 13% | 9 | 0
CNc1oc(-c2ccccc2Cl)nc1C#N | -4% | -3% | i | 10% | 10% | -6% | -4% | 9 | 0
CCN(CC)CCCN1C(=O)C(=O)/C(=C(/O)c2c(C)nc3ccccn23)C1c1ccc(C)o1 (stereo not given) | 4% | 5% | i | 4% | 0% | -9% | 26% | 5 | 8
O=C(CN1CCCC1)Nc1ccc(NC(=O)Nc2ccccc2Cl)cc1 | -2% | 12% | i | 18% | 1% | -7% | -10% | 6 | 0
CC(=O)Nc1ccc(OC(=O)c2cccs2)cc1 | 0% | -4% | i | -9% | 6% | -3% | 4% | 18 | 11 | PMK inhibit pilot replicates=0.0;MK inhibit pilot replicates=0.0;DPM-DC inhibit pilot screen %=0.0
Cc1cc(NC(=O)CSc2nnc(COc3ccccc3)n2Cc2ccco2)no1 | -21% | 6% | i | -16% | 7% | -15% | -9% | 10 | 10
O=C(COC(=O)c1ccccc1)NCC1CCCO1 (stereo not given) | -4% | -3% | i | -8% | 9% | -3% | -11% | 10 | 0
CC(OC(=O)c1nsc(Cl)c1Cl)C(=O)NCc1cccs1 (stereo not given) | 7% | / | i | 2% | 9% | -4% | -4% | 13 | 0
O=C(NC1CCCC1)c1cccnc1N1CCCCCC1 | -4% | 1% | i | -16% | 11% | 2% | -15% | 9 | 10
O=C(CC(NS(=O)(=O)c1ccc(Cl)cc1)c1ccco1)NCc1cccnc1 (stereo not given) | -19% | 9% | i | -10% | -4% | -2% | 34% | 2 | 9
CN(C)S(=O)(=O)c1ccc(C(=O)N2CCN=C2SCc2cccnc2)cc1 | -2% | 13% | i | 11% | 1% | -8% | 1% | 13 | 17
Cn1c(=O)cc(OCC(=O)N2CCCc3ccccc32)c2ccccc21 | -9% | 11% | i | 0% | 5% | 0% | -3% | 10 | 3
CCOC(=O)Cc1csc(NC(=O)CSc2nnc(C)n2C)n1 | 10% | 1% | i | 8% | 6% | -2% | 8% | 11 | 5 | PMK inhibit pilot replicates=0.0;MK inhibit pilot replicates=0.0;DPM-DC inhibit pilot screen %=0.0
CCOC(=O)c1c(NC(=O)CN2CCOCC2)sc2c1CCCC2=O | 3% | -11% | i | 12% | 6% | -2% | -2% | 2 | 4
COC(=O)[C@H](C)NC(=O)Nc1ccccc1F | 0% | / | i | 5% | 4% | -6% | -3% | 2 | 0
Cc1cc(O)c(C=Nc2cccc(Cl)c2)c(=O)o1 | 0% | 9% | + | 0% | 15% | -5% | -6% | 0 | 5
O=C(CCC1COc2ccccc2O1)Nc1ccccn1 (stereo not given) | -7% | 4% | i | -16% | 9% | 0% | 4% | 7 | 4
COc1cc(Cl)c(C)cc1NC(=O)CSc1nnc(-c2cccnc2)n1Cc1ccco1 | / | -9% | i | / | 7% | -4% | 1% | 0 | 3
COc1ccc(CCN2C(=O)c3cccnc3C2=O)cc1OC | -6% | 3% | i | -1% | 0% | 9% | -4% | 16 | 11
Cc1cc(C)c(NC(=O)OCCN2CCOCC2)c(C)c1 | 14% | 1% | i | 7% | 10% | 2% | 11% | 1 | 2
CCN(CC)Cc1nc2c(c(=O)[nH]1)C1(CCCCC1)Cc1ccccc1-2 | -18% | 3% | i | -1% | 18% | 0% | -10% | 14 | 0 | PMK inhibit pilot replicates=2.0;MK inhibit pilot replicates=0.0;DPM-DC inhibit pilot screen %=0.0
COc1cc(OC)cc(C(=O)NC2CCN(Cc3nnnn3Cc3cccs3)CC2)c1 | -7% | 5% | i | 5% | 1% | -1% | 1% | 11 | 8
Cc1cc(NS(=O)(=O)Cc2ccccc2)cc(C)c1OCC(=O)N1CCOCC1 | -5% | 8% | i | 18% | 6% | -1% | 5% | 4 | 9 | PMK inhibit pilot replicates=5.5;MK inhibit pilot replicates=2.0;DPM-DC inhibit pilot screen %=3.5
CCc1nc(SCC(=O)Nc2ccccc2C(=O)OC)n[nH]1 | 8% | 7% | i | 19% | 11% | -5% | 4% | 9 | 9
O=C(c1ccc2c(c1)C(=O)N(c1ccc(Cl)cc1)C2=O)N1CCN(c2ccccn2)CC1 | -18% | / | i | -28% | 8% | -3% | -7% | 9 | 5
Cc1nnc(NC(=O)c2oc3cc(C)c(C)cc3c2C)s1 | -10% | -4% | i | -4% | 3% | 5% | 1% | 11 | 4
CC(C)=C1SC(N2CCN(Cc3ccccc3)CC2)=NC1=O | -7% | -2% | i | -18% | 3% | 3% | 1% | 8 | 7
COc1ccc(-c2cc(=O)oc3c(C)c(O)c(CN(C)C)cc23)cc1 | -1% | -16% | i | 1% | -1% | 3% | 3% | 5 | 8
O=C(COc1cccc(C(F)(F)F)c1)Nc1ccc(S(=O)(=O)N2CCCC2)cc1 | 26% | 5% | i | 43% | 3% | -9% | 2% | 7 | 13
O=C(CS(=O)(=O)Cc1ccccc1)N1CCN(C(=O)c2ccco2)CC1 | -6% | / | i | 2% | -3% | -4% | 2% | 10 | 2

12 entries from above, arranged by SMILES length, ascending:
SMILES | HPDE-C7 cytotoxicity | LYP inhibition | DPM-DC inhibit | HPDE-C7K KRASV12 | Alkaline phosphatase | Bfl-1 inhibitors | HT1080 viability | PMK inhibit | MK inhibit | others
c1cc2nnnn2nc1N1CCCCC1 | 0% | -5% | i | 1% | 3% | 8% | 6% | 8 | 4
CNc1oc(-c2ccccc2Cl)nc1C#N | -4% | -3% | i | 10% | 10% | -6% | -4% | 9 | 0
Cc1cc(O)c(C=Nc2cccc(Cl)c2)c(=O)o1 | 0% | 9% | + | 0% | 15% | -5% | -6% | 0 | 5
CCCc1nc2ccccc2c(C(=O)OC2CCOC2=O)c1CC (stereo not given) | -8% | -14% | i | 1% | -1% | 6% | 8% | 19 | 0
CCOC(=O)Cc1csc(NC(=O)CSc2nnc(C)n2C)n1 | 10% | 1% | i | 8% | 6% | -2% | 8% | 11 | 5 | PMK inhibit pilot replicates=0.0;MK inhibit pilot replicates=0.0;DPM-DC inhibit pilot screen %=0.0
Cc1ccnc(SCC(=O)N2CCN(c3cccc(Cl)c3)CC2)n1 | -19% | 10% | i | -2% | 15% | -4% | -3% | 0 | 2
COc1ccc(-c2cc(=O)oc3c(C)c(O)c(CN(C)C)cc23)cc1 | -1% | -16% | i | 1% | -1% | 3% | 3% | 5 | 8
O=C(CS(=O)(=O)Cc1ccccc1)N1CCN(C(=O)c2ccco2)CC1 | -6% | / | i | 2% | -3% | -4% | 2% | 10 | 2
CCN(CC)Cc1nc2c(c(=O)[nH]1)C1(CCCCC1)Cc1ccccc1-2 | -18% | 3% | i | -1% | 18% | 0% | -10% | 14 | 0 | PMK inhibit pilot replicates=2.0;MK inhibit pilot replicates=0.0;DPM-DC inhibit pilot screen %=0.0
Cc1cc(NS(=O)(=O)Cc2ccccc2)cc(C)c1OCC(=O)N1CCOCC1 | -5% | 8% | i | 18% | 6% | -1% | 5% | 4 | 9 | PMK inhibit pilot replicates=5.5;MK inhibit pilot replicates=2.0;DPM-DC inhibit pilot screen %=3.5
CCOC(=O)CC1=CC(C)(CC(=O)OCC)C(C#N)(C#N)C(N)=C1C#N (stereo not given) | 3% | 0% | i | -3% | 13% | 2% | 7% | 3 | 7
O=C(c1ccc2c(c1)C(=O)N(c1ccc(Cl)cc1)C2=O)N1CCN(c2ccccn2)CC1 | -18% | / | i | -28% | 8% | -3% | -7% | 9 | 5

The list continues.
SMILES | HPDE-C7 cytotoxicity | LYP inhibition | DPM-DC inhibit | HPDE-C7K KRASV12 | Alkaline phosphatase | Bfl-1 inhibitors | HT1080 viability | PMK inhibit | MK inhibit | others
O=C(NC1CCS(=O)(=O)C1)c1cnccn1 (stereo not given) | -12% | / | i | -6% | 6% | -1% | 0% | 0 | 4
CCOC(=O)c1cnc(SC2CC(=O)N(c3cccc(OC)c3)C2=O)nc1N (stereo not given) | -6% | 5% | i | -2% | 4% | -1% | -3% | 8 | 1
N#C/C=C\Oc1ccc(Cl)cc1N | 36% | 8% | i | 5% | -5% | 1% | 6% | 14 | 7
c1coc(-c2nc3c4c5c(sc4ncn3n2)CCCC5)c1 | -7% | 3% | i | 4% | 2% | -3% | 4% | 1 | 4
CSc1ccccc1NC(=O)CN(c1cc(C)cc(C)c1)S(C)(=O)=O | -3% | 5% | i | -1% | -2% | 0% | 2% | 6 | 8
CCOC(=O)N1CCN(C(=O)C(NC(=O)C2CCC(C)CC2)C(C)C)CC1 (stereo not given) | -5% | / | i | 1% | 7% | -7% | 6% | 0 | 6
Cn1c(=O)n(Cc2ccc(F)cc2)c(=O)c2c1nc1n2CCCN1C1CCCCC1 | -8% | / | i | -3% | 4% | -8% | -4% | 3 | 11
